Screening results from PubChem BioAssay.
PGK inhibitor = blocks T. brucei phosphoglycerate kinase | P07378 | PGK/GAPDH coupled, Kinase-Glo luminescence, 60 min | Potency, µM (doses to about 57.5 µM), without a hit: at the highest dose activity change, negative = inhibition, usual class: inhibitors | hit rate 0.043% among 380,000 | AID 602233; further: on the % scale 0 is the no-effect control and ±100 the full control effect; nearly all actives have a fitted effect of over 60% in size
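Recombinant glycosomal PGK reaction used 1,3-bisphosphoglycerate generated in-well by GAPDH (100nM final) in 100mM TEA pH 7.6, 5mM MgCl2, 0.01% Tween-20. After 60 minutes at room temperature, ATP was read by Kinase-Glo Plus luminescence end-point.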
TrxR1 inh = inhibitors of rat thioredoxin reductase 1; recombinant rTrxR1, NADPH fluorescence consumption, selenite substrate; Potency, µM (highest dose often 114 µM), inactives show at the top dose activity change, negative = inhibition, most hits filed as inhibitors; O89049; hit rate 1% among 390,000; further: on the % scale 0 is the no-effect control and ±100 the full control effect; nearly all actives have a fitted effect of over 65% in size
Target sequence (O89049 whole entry, looked up): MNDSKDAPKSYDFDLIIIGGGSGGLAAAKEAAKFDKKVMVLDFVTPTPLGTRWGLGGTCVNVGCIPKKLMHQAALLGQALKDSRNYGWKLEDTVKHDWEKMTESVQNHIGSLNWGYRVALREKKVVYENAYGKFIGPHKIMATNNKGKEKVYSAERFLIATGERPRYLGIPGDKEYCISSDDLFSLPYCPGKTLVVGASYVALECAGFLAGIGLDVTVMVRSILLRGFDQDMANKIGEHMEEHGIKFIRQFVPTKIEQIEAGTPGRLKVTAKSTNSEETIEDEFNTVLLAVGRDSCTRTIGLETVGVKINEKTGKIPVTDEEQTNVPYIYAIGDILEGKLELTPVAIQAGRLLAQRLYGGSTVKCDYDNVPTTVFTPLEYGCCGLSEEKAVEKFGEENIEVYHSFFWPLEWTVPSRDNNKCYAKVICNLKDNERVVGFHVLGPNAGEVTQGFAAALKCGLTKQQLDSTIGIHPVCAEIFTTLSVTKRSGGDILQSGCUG
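Rat TrxR1 (90 nM in the dispensed reagent) was pre-reduced with 400 uM NADPH for 5 min at room temperature, then incubated with compound for 15 min. After 400 uM selenite was added, NADPH fluorescence (Ex 340/Em 450 nm) was followed for 8 min.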
JMJD2A Tudor = JMJD2A Tudor domain (human) inhibition; AID 504339; O75164; hit rate 4.4% among 390,000; AlphaScreen JMJD2A-Tudor / H3K4me3 peptide binding; Potency, µM (doses to about 114 µM), for inactives: top-dose activity change, negative = inhibition, most hits filed as inhibitors; further: on the % scale 0 is the no-effect control and ±100 the full control effect; nearly all actives have a fitted effect of over 50% in size
12-LOX inh = blocks human arachidonate 12S-lipoxygenase. purified 12hLO, xylenol orange hydroperoxide absorbance. Potency, µM (highest dose often 108 µM), for inactives: at the top dose activity change, negative = inhibition, usual class: inhibitors. hit rate 1.1% among 580,000. AID 1671190; further: on the % scale 0 is the no-effect control and ±100 the full control effect
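Purified human 12hLO at 150 nM in 25 mM Hepes, 0.01% Triton X-100, pH 7.0, preincubated 15 min at room temperature with compound. Reaction started with 40 uM arachidonic acid, 30 min at room temperature. Hydroperoxide measured by Fe-xylenol orange, 573/405 nm absorbance ratio.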
ERG-DNA inh = ERG Ets/DNA interaction inhibition. Potency, µM (series often up to 76.9 µM), without a hit: top-dose FP activity, negative = inhibition, hits mostly inhibitors. hit rate 0.028% among 370,000. AID 624246. fluorescence polarization, His-ERG Ets domain / labelled DNA; active means well fitted inhibition curve with a large enough effect in the polarisation, with a control signal flat; inconclusive means small, poorly fitted or top-dose-only effect, or effect the other way, or a change in a side signal; inactive means no such curve, though single readings can be large or run the other way; the % refers to the polarisation;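 further: polarization taken with two DNA probes labelled with fluorescein and Texas red; % of control where 0% means no effect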
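His-tagged ERG Ets domain (1 uM in the protein solution; 300mM KCl, 50mM Tris-HCl, 1mM EDTA, 1mM DTT, pH 7.5) received compound, then a probe mix of 5 nM fluorescein-DNA and 100nM Texas-615-DNA. Fluorescence polarization was read for both dyes.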
Pin1 inh = blocks the human prolyl isomerase Pin1; Potency, µM (highest dose often 115 µM), without a hit: at the highest dose activity, negative = inhibition, most hits filed as inhibitors; hit rate 0.009% among 390,000; Pin1 FP peptide displacement, HiFluor488, 10 min; Q13526; AID 504891; active means well fitted inhibition curve with a large enough effect in the polarisation, with a control signal flat, not every such curve was filed as active; inconclusive means small, poorly fitted or top-dose-only effect, or effect the other way, or a change in a side signal; inactive means no such curve, though single readings can be large or run the other way; the % refers to the polarisation; further: on the % scale 0 is the no-effect control and ±100 the full control effect
Target sequence (Q13526 whole entry, looked up): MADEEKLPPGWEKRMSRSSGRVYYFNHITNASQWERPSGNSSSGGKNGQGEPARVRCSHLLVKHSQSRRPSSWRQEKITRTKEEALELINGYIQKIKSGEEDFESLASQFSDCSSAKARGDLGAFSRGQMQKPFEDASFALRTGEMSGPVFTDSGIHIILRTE
HP1b binding inh = inhibitors of HP1-beta chromodomain binding to methylated histone tails | P83916 | AlphaScreen HP1-beta / biotin-H3K9me3 peptide binding | Potency, µM (doses to about 114 µM), without a hit: at the top dose activity change, negative = inhibition, hits mostly inhibitors | hit rate 0.56% among 390,000; further: nearly all actives have a fitted effect of over 70% in size; inactives centre near 23
Target sequence (P83916 whole entry, looked up): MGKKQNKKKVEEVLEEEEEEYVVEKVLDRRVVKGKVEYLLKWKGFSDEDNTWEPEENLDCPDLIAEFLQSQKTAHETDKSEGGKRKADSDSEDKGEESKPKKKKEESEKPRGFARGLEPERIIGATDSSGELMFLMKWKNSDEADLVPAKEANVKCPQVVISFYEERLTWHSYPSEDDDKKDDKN
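HP1-beta protein (50 nM final) preincubated 30 min at room temperature with biotinylated H3(1-18)K9me3 peptide (50 nM) in PBS pH 7.4, 0.01% Tween-20, then compound added for 30 min. AlphaScreen streptavidin donor/nickel chelate acceptor beads (10 ug/mL final), 30 min dark, luminescence read.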
GLS inh = glutaminase GLS (human) inhibition. GLS enzymatic activity, qHTS titration. Potency, µM (series often up to 45.5 µM), for the others: top-dose activity change, negative = inhibition, actives largely listed as inhibitors. hit rate 0.21% among 410,000. AID 624170; further: on the % scale 0 is the no-effect control and ±100 the full control effect
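Human kidney-isoform GLS in 45 mM KH2PO4 pH 8.2, 0.02% Tween-20, with compound, started with 1mM L-Glutamine (added stock). Glutamate oxidase/HRP/Amplex red coupled fluorescence read at start and after 30 min at RT.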
RGS4 inhibitor = human RGS4 inhibition; P49798; Transcreener GDP fluorescence polarization, RGS4-accelerated GTP hydrolysis; Potency, µM (doses to about 114 µM), without a hit: at the highest dose activity change, negative = inhibition, actives largely listed as inhibitors; hit rate 0.039% among 390,000; AID 504845; further: on the % scale 0 is the no-effect control and ±100 the full control effect; nearly all actives have a fitted effect of over 75% in size; some results filed as inactive show a strong effect at the top dose
Target sequence (P49798 whole entry, looked up): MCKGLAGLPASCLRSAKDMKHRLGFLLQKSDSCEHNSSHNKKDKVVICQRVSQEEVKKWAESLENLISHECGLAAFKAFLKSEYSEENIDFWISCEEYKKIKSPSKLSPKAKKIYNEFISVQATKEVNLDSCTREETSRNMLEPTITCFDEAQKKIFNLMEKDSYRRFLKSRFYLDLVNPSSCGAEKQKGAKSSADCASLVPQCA
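MLSMR compounds (23 nl, pin-transferred) preincubated 10 min at room temperature with a 500nM (2x) first reagent, then RGS4 at 900nM (2x) plus Transcreener GDP mix added; fluorescence polarization (620/688 nm) read before and after 90 min at 30 °C.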
* = called active by the depositor; i = inactive; ? = inconclusive; [ ] = remark or other dose. Unless noted, the call rests on the fitted dose curve; in most records, active means well fitted curve in the direction sought with a large enough effect; inconclusive means small, poorly fitted or top-dose-only effect, or another doubt; inactive means no such curve, though single readings can be large; an effect the other way counts as inactive or inconclusive. Potency means the concentration at half of the fitted maximal effect. An excerpt, so the mix of outcomes need not match the whole.

SMILES	PGK inhibitor	TrxR1 inh	JMJD2A Tudor	12-LOX inh	ERG-DNA inh	Pin1 inh	HP1b binding inh	GLS inh	RGS4 inhibitor
COc1ccc(-c2nc3nc(C)c(Cc4ccccc4)c(=O)n3[nH]2)cc1	-1%	10%	-27%	-6%	-2%	16%	31%	0%	-8%
COc1cc2[nH]c(=O)n(CCCCCC(=O)N3CCN(c4ccccc4)CC3)c(=O)c2cc1OC	-1%	30%	-12%	0%	-12%	-7%	-3%	22%	1%
CC(C)CC(NC(=O)C(NC(=O)OC(C)(C)C)C(C)C)C(N)=O (centres undefined)	8%	7%[57.1 µM]	2%	0%	9%	2%	23%	10%	-3%
CCCCC1CCC(C(=O)N(CC(C)C)c2c(N)n(Cc3ccccc3)c(=O)[nH]c2=O)CC1 (centres undefined)	-5%	13%	-26%	0%	-4%	15%	31%	1%	-7%
Cc1ccc(Nc2nc(-c3ccc(O)c(O)c3)cs2)nc1	-2%	-4%	32µM*	22µM*	13%	-2%	?	?	-54%
CC(C)c1ccc(N2C(=O)CSC23C(=O)N(Cc2ccccc2F)c2ccccc23)cc1 (centres undefined)	i	39%	-14%	-30%	0%	1%	58%[activator]	2%	-9%
CN(CC(=O)Nc1ccc(Cl)cc1)C(=O)COc1ncnc2ccccc12	0%	11%	-15%	-29%	-9%	0%	50%[activator]	-3%	28%
CC(C)(C)c1ccccc1NC(=O)Cn1cnc2cc([N+](=O)[O-])ccc2c1=O	-9%	9%	-21%	-3%	3%	-3%	23%	0%	-9%
O=C1CCC(=O)c2oc3ccccc3c2N1	i	1%	-9%	-6%	8%	4%	21%	9%	-7%
COc1ccc(C2=NS(=O)(=O)N(C)C(C(=O)N3CCOCC3)=C2)cc1OC	3%	4%[57.1 µM]	14%	-17%	-3%	1%	53%[activator]	-3%	27%
CCCC1S/C(=N/N=C/c2ccc(C)cc2)N(Cc2ccc(OC)cc2)C1=O (centres undefined)	-1%	8%	-2%	?	3%	?	55%[activator]	3%	-12%
CN(Cc1cccs1)C(=O)COc1cccc(-n2cnnn2)c1	i	4%	-1%[57.1 µM]	37%[activator]	-3%	-6%	67%[activator]	?	-3%[56.9 µM]
O=C(Nc1c(-c2ccccc2)nc2ccc(Cl)cn12)c1cccs1	0%	-36%	-13%[57.1 µM]	-2%	-6%	4%	12%	8%	-28%
CCCN1C(=O)C2(c3ccccc31)c1c(oc3ccccc3c1=O)C(=O)N2CCO (centres undefined)	9%	7%	-7%	-16%	9%	2%	19%	6%	34%
Cc1cc(OCC(=O)N(Cc2ccc(N(C)C)cc2)CC2CCCO2)ccc1Cl (centres undefined)	-2%	-6%	35µM*	0%	-1%	10%	?	3%	10%

Profiles from above. Values in the order: PGK inhibitor	TrxR1 inh	JMJD2A Tudor	12-LOX inh	ERG-DNA inh	Pin1 inh	HP1b binding inh	GLS inh	RGS4 inhibitor
Shown for Cc1ccc(Nc2nc(-c3ccc(O)c(O)c3)cs2)nc1 → -2%	-4%	32µM*	22µM*	13%	-2%	?	?	-54%
Shown for CCCN1C(=O)C2(c3ccccc31)c1c(oc3ccccc3c1=O)C(=O)N2CCO (centres undefined) → 9%	7%	-7%	-16%	9%	2%	19%	6%	34%

Remaining list, next part:
SMILES	PGK inhibitor	TrxR1 inh	JMJD2A Tudor	12-LOX inh	ERG-DNA inh	Pin1 inh	HP1b binding inh	GLS inh	RGS4 inhibitor
O=C1CCCN1c1ccc(C(=O)N(Cc2nnc(-c3ccc(Cl)cc3)o2)C2CC2)cc1	-7%	3%	-19%	2%	5%	6%	28%	1%	-4%
COc1cc(Br)c(CC(=O)O)cc1OC	2%	-3%	-30%	-7%	-1%	-2%	8%	7%	20%
O=C(Nc1ccc(Cl)cc1)Nn1cnnc1	11%	14%	-16%	-3%	-3%	0%	37%	-9%	24%
Oc1ccccc1-c1n[nH]c(=S)n1Cc1ccccc1	0%	-3%[57.1 µM]	20µM*	?	-3%	2%	12%	141%[activator]	-22%
O=Cc1cn(CC(=O)NCC2CCCO2)c2ccccc12 (centres undefined)	-4%	-3%	-6%	0%	1%	-2%	23%	2%	21%
CCCCCn1c(=O)[nH]c2cc(C(=O)NCCCN(CC)CC)ccc2c1=O	-5%	-5%	8%[57.1 µM]	?	-2%	-10%	39%[activator]	-21%	11%[56.9 µM]
NS(=O)(=O)c1ccc(CNC(=O)c2ccc3c(c2)OCO3)cc1	-6%	21%	-11%	-1%	0%	0%	23%	-4%	1%
Cc1[nH]c2ccccc2c1C(=O)CSC(=S)N1CCOCC1	-8%	-2%[57.1 µM]	-4%	?	-2%	-2%	22%	-7%	-53%
Cc1cc(-c2ccc(S(=O)(=O)Nc3cc(Cl)ccc3C)s2)on1	-10%	1%[57.1 µM]	-7%	-14%	6%	?	47%[activator]	-1%	4%
O=C(c1ccccc1Cl)N(Cc1ccc(Cl)c(Cl)c1)N1C(=O)CCCC1=O	i	-5%	-17%	-14%	-6%	-2%	28%	-9%	-3%
O=C(O)c1ccc(NS(=O)(=O)c2ccc3c(c2)OCCO3)cc1	-7%	8%[57.1 µM]	-17%	-16%	3%	0%	35%	-1%	11%
CC(C)NS(=O)(=O)c1ccc(NC(=O)C(C)OC(=O)C2CCC2)cc1 (centres undefined)	4%	19%	3%	21%	0%	-4%	50%[activator]	-3%	5%
CCCCC(C)n1[nH]c(=O)c2c(C)cc(C)nc21 (centres undefined)	-1%	4%	-9%	-22%	8%	-2%	28%	-19%	0%
CCCNc1ncnc2sc(C)c(C)c12	-2%	-2%[57.1 µM]	-7%	?	-4%	10%	46%[activator]	-6%	-10%
CCN(CC)c1cc(Cl)nc(N)n1	-6%	11%	-11%	-11%	11%	?	45%[activator]	-7%	-19%
O=C(O)c1ccc(NC(=O)c2ccccc2Br)c(NC(=O)c2ccccc2Br)c1	-9%	14%	-4%	7%	13%	0%	49%[activator]	0%	6%
Cc1cc(NC(=O)CSc2nnc(-c3ccco3)n2Cc2ccco2)no1	1%	-13%	-11%	3%	5%	-2%	21%	5%	3%
CC1(NC(=O)CCc2nc3sc4c(c3c(=O)[nH]2)CCCC4)CCS(=O)(=O)C1 (centres undefined)	-19%	0%[57.1 µM]	?	-3%	0%	?	-16%	-11%	-42%
CCc1cccc(NC(=O)c2ccc3c(c2)N(Cc2cccc(Cl)c2)C(=O)c2ccccc2S3=O)c1 (centres undefined)	5%	27%[57.1 µM]	-14%	-14%	2%	21%	30%	-3%	-9%
Cc1ccc(NC(=O)CCN2CCC(C)CC2)cc1	-3%	16%	2%	?	-1%	-8%	46%[activator]	1%	20%
C[C@H]1O[C@@H](O[C@H]2CC[C@@]3(C)C(CC[C@]4(C)C3C=CC3=C5CC(C)(C)CC[C@]5(CO)[C@H](O)C[C@]34C)[C@]2(C)CO)[C@H](O)[C@@H](O[C@@H]2O[C@H](CO)[C@@H](O)[C@H](O)[C@H]2O)[C@H]1O (some centres undefined)	-9%	7%	-26%	?	-8%	-2%	8%	5%	-16%
COc1ccc(OC)c(Cc2nnc(CCC(=O)NC(C3CC3)C3CC3)o2)c1	-8%	37%	-18%	-3%	4%	-9%	6%	-4%	-6%
O=S(=O)(Nc1ccccc1)C1CCCCC1	i	2%[2.29 µM]	-1%	-14%	-2%	3%	37%[57 µM]	3%	-6%
CCc1nnc(NC(=O)CSc2nc3c(c(=O)n2CC)SC(C)C3)s1 (centres undefined)	0%	10%[57.1 µM]	-5%	27%	-10%	-7%	37%	-1%	2%
O=C(NC1CCCC1)c1ccc(CS(=O)(=O)Cc2ccccc2Cl)o1	i	21%	0%	3%	3%	-7%	17%	-4%	7%
CCOc1ccc(CN(C)C(=O)c2cc(S(=O)(=O)N3CCCC3)ccc2C)cc1	i	-9%	-7%	10%	2%	1%	36%	-4%	2%
COc1ccccc1C(=O)Nc1ccccc1SC	-5%	8%	27%	0%	-5%	-1%	40%[activator]	7%	24%
CC(C)CN(c1ccccc1)S(=O)(=O)c1nnc(NC(=O)C2CCCCC2)s1	13%	-6%	-31%	18%	1%	-1%	32%	4%	-5%
COc1ccccc1C(=O)/C=C/c1ccc(N2CCCCC2)c([N+](=O)[O-])c1	5%	-2%	8.9µM*	-21%	-20%	-11%	32µM*	4%	-7%
Cn1nc(C(F)(F)F)c(/C=N/OCc2c(Cl)cccc2Cl)c1Cl	-1%	21%	108%[activator]	-5%	9%	7%	169%[activator]	14%	-8%
Cc1ccc2nc(CCc3ccc(N)cc3)[nH]c2c1	-2%	15%[57.1 µM]	?	0%	4%	2%	-2%	18%	29%
C#CCOCCOCCOCCNc1nc(N2CCN(C(=O)[C@H]([C@@H](C)CC)n3cc([C@@H](N)CO)nn3)CC2)nc(N2CCN(C(=O)[C@H](Cc3ccc(O)cc3)n3cc([C@@H](N)CC(C)C)nn3)CC2)n1	-1%	-5%[57.1 µM]	56µM*	?	5%	-4%	-11%	22%	-4%
O=C(CNc1cccc(S(=O)(=O)N2CCOCC2)c1)Nc1ccccc1F	1%	5%	-8%	i	-3%	0%	33%	2%	14%
Cc1ccc(S(=O)(=O)Nc2cccc(-n3cnnn3)c2)cc1C	i	19%[57.1 µM]	0%	1%	-20%	0%	66%[activator]	-15%	-29%[56.9 µM]
CCCCOc1cccc(C(=O)Nc2cc(NC(=O)c3ccco3)ccc2OC)c1	2%	18%	-27%	-20%	1%	19%	15%	-1%	-2%
CC(SCC(=O)Nc1ccccc1)c1nc2ccccc2c(=O)[nH]1 (centres undefined)	i	-8%	-12%	0%	7%	1%	33%	-9%	-26%
